B2AR arrestin: qHTS assay of beta-arrestin-biased ligands of beta2-adrenergic receptor; Potency, µM (doses to about 46.1 µM), for inactives: at the top dose activation, actives largely listed as activators; Beta-2 adrenergic receptor (Homo sapiens), P07550; beta-arrestin recruitment to beta2AR, cell-based reporter; 0.02% of 330,000 active; AID 492947, 2010;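 note: potency is the fitted concentration of half-maximal effect; 0% = DMSO controls and full agonism = EC100 isoproterenol or metaproterenol; nearly all actives have a fitted effect of over 65% in size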
PKM2 activator: qHTS Assay for Activators of Human Muscle isoform 2 Pyruvate Kinase. Pyruvate kinase PKM (Homo sapiens), P14618. purified PKM2, Kinase-Glo ATP luminescence, activation; response scale: 0% is enzyme alone, no compound. Potency, µM (highest dose often 57.5 µM), for inactives: at the highest dose activation, most hits filed as activators. 0.34% of 260,000 active. AID 1631, 2009; note: potency is the fitted concentration of half-maximal effect; nearly all actives have a fitted effect of over 55% in size
Target sequence (P14618 whole entry, looked up, canonical isoform): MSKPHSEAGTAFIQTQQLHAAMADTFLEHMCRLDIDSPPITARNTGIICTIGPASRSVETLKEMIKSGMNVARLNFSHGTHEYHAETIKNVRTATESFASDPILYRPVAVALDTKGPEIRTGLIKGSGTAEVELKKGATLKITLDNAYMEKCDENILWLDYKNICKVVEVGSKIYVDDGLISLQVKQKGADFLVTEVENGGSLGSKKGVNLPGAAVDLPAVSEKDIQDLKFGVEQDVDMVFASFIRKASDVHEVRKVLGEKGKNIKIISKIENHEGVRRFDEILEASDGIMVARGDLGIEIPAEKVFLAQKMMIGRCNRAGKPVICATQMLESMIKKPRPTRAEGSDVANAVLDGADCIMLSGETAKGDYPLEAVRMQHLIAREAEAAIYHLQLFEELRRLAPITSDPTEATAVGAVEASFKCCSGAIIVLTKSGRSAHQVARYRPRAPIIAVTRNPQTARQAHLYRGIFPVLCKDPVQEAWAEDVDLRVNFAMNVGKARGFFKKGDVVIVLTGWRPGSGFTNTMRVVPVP
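Purified hPK-M2 (>95% pure) converted ADP (0.1 mM final) to ATP with 0.5 mM PEP in 50 mM imidazole pH7.2, KCl, MgCl2, Tween 20, BSA; 1 h at room temperature. ATP detected by Kinase-Glo luminescence.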
Eya2 phos inh: qHTS Assay for Inhibitors of the Phosphatase Activity of Eya2. AID 488837, 2010. recombinant Eya2, OMFP fluorescence dephosphorylation (OMFP is methylfluorescein phosphate). 0.006% of 330,000 active. Protein phosphatase EYA2 (Homo sapiens), O00167. Potency, µM (highest dose often 76.9 µM), without a hit: at the top dose activity, negative = inhibition, hits mostly inhibitors; note: potency is the fitted concentration of half-maximal effect
Target sequence (O00167 whole entry, looked up): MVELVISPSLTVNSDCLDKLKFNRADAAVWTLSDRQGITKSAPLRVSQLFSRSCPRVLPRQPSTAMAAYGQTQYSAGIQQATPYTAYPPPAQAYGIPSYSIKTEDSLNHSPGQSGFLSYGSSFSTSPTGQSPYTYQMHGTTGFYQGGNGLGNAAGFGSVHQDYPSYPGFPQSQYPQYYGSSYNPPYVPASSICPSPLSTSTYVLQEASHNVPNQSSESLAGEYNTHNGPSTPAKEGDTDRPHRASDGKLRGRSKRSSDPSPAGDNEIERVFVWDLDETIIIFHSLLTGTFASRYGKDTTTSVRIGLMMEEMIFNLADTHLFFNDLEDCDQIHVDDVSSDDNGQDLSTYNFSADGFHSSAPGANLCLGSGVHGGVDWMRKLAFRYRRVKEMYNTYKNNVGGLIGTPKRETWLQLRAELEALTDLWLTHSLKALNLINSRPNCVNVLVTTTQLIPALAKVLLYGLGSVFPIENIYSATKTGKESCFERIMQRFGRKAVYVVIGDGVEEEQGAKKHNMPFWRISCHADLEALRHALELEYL
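Eya2 (0.2 uM) preincubated 10 min at ambient with compound, then OMFP substrate added at 50 uM; 10 min reaction in 50 mM HEPES pH 7.5, 50 mM NaCl, 5 uM MgCl2, 0.05% BSA, 1 mM DTT. Fluorescence read at Ex 485/Em 525 nm.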
Chronic BCR inh: qHTS Assay to Find Inhibitors of Chronic Active B-Cell Receptor Signaling | ABC-DLBCL IkBa-CBG/CBR reporter, luminescence ratio, 4 h | Potency, µM (titrated, usually from 46.1 µM), for inactives: at the highest dose ratio change, negative = lower green/red ratio, most hits filed as inhibitors | 0.05% of 340,000 active; active = well fitted inhibition curve with a large enough effect in the signal ratio, with a control signal flat, not every such curve was filed as active; inconclusive = small, poorly fitted or top-dose-only effect, or effect the other way, or a change in a side signal; the % refers to the signal ratio;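 note: potency is the fitted concentration of half-maximal effect; plate controls were basal doxycycline-induced cells for no effect and cells given 10 µM MG132 for full effect; MG132 reads +100%, hits lower the ratio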
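Concentration-response series (up to 46 uM) were applied to TMD8 dual-reporter cells for 4 h at 37C with doxycycline. Green/red ratio, after filter-overlap correction, defined %Activity; red signal alone was normalised to basal cells and zero luminescence.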
Giardia kill: Small Molecules that selectively kill Giardia lamblia: qHTS; activity change, % at 7.66 µM, hits read low; 0.15% of 340,000 active; Giardia lamblia trophozoite viability; in the data active = activity change below about -80%; inconclusive = between about -30% and that limit;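 note: parasites exposed to compound for two days anaerobically before the ATP read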
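Each well holds 100 Giardia trophozoites and compound. After two days (48 hrs) at 37 deg C in anaerobic conditions, ATP is quantified by luminescence.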
GALK inh: qHTS Assay for Inhibitors of Human Galactokinase (GALK) | P51570 | Purified GALK, Kinase-Glo residual ATP luminescence | Potency, µM (highest dose often 57.5 µM), for the others: at the highest dose activity change, negative = inhibition, most hits filed as inhibitors | 0.007% of 270,000 active; note: potency is the fitted concentration of half-maximal effect
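Galactose (100 uM) and ATP (35 uM) were turned over by 5 nM GALK for 1 h at RT. Kinase-Glo Plus then converted the remaining ATP into a luminescent signal.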
uPA generation: qHTS for Inhibitors of Cell Surface uPA Generation; cell surface uPA generation assay, qHTS; Potency, µM (series often up to 38.3 µM), inactives show at the top dose activity change, negative = inhibition, most hits filed as inhibitors; 0.31% of 330,000 active; AID 540303, 2011; active = well fitted inhibition curve with a large enough effect; inconclusive = small, poorly fitted or top-dose-only effect; inactive = no such curve, though single readings can be large or run the other way; tested in mouse RAW 264.7 cells; note: potency is the fitted concentration of half-maximal effect; nearly all actives have a fitted effect of over 55% in size
FBPA coupling cs: qHTS Assay for Inhibitors of Fructose-1,6-bisphosphate Aldolase from Giardia Lamblia: Coupling assay counterscreen. coupling enzyme system counterscreen, AmpLite Red fluorescence. activity change, negative = inhibition, % at 58.2 µM, hits read low. 0.67% of 290,000 active. AID 2472, 2010; in the data active = activity change below about -30%
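Counterscreen lacking aldolase: glyceraldehyde-3-phosphate coupling-enzyme reagent preincubated 10 min at RT with compound (at 57.5 uM final), then substrate/coupling system with AmpLite Red added; fluorescence read at 525/598 nm after 20 min RT.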
USP2a block: qHTS Assay for Inhibitors of Ubiquitin-specific Protease USP2a Using CHOP2 as the Reporter | USP2 core, Ub-CHOP2 coupled fluorogenic reporter, 485/531 | 0.01% of 330,000 active | Potency, µM (doses to about 38.3 µM), for the others: top-dose activity change, negative = inhibition, actives largely listed as inhibitors | AID 463254, 2010;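 note: potency is the fitted concentration of half-maximal effect; plate controls were DMSO wells for no effect and full inhibition by NEM control for full effect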
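Cell-free coupled assay: 10nM USP2 core preincubated 30min RT with compound in Tris-HCl pH 8.0/CaCl2/CHAPS buffer, then 25nM Ub-CHOP2 and 25nM reporter substrate; fluorescence (Ex 485/Em 531) read after 60min RT, normalized to NEM inhibition, concentration-response curves fitted.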
KCNH2 3.1 inh: qHTS for Inhibitors of KCHN2 3.1: Mutant qHTS | 0.95% of 340,000 active | U2OS KCNH2 3.1, thallium flux FluxOr; hits give low values | AID 720553, 2013 | Potassium voltage-gated channel subfamily H member 2, brain isoform KCNH2 3.1 (human) | activity change, % (tested at about 1.8 µM);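 active = maximum activity change below -70%; inconclusive = maximum activity change from -70% to -50%; inactive = maximum activity change above -50%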;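 note: thallium influx rate constant from kinetic fluorescence after stimulation buffer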
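Thallium flux via FluxOr fluorescence (Red40 quencher, 45 min loading) in U2OS cells virally expressing the KCNH2 3.1 isoform (1.77 x 10^8 /mL virus, overnight at 37 C). Rate constants from 2-min kinetic reads post-stimulation, normalised to positive and negative controls.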
KCNH2 WT inh: qHTS for Inhibitors of KCHN2 3.1: Wildtype qHTS; U2OS, BacMam KCNH2, thallium flux FluxOr; hits give low values; activity change, % at 1.84 µM; 0.37% of 340,000 active; AID 720551, 2013; Voltage-gated inwardly rectifying potassium channel KCNH2 (Homo sapiens), Q12809;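 active = maximum activity change below -70%; inconclusive = maximum activity change between -70% and -50%; inactive = maximum activity change above -50%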
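U2OS cells were transduced with wild-type KCNH2 virus (2.03 x 10^8 / mL) for 4 h at room temperature, then cultured overnight at 37 C. Thallium flux was read with FluxOr dye. Rate constants were normalized to DMSO controls.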
An asterisk follows results filed as active; i = inactive; ? = inconclusive; · = not tested or not shown; [ ] = remark or other dose. Unless noted, calls come from the whole dose curve; as a rule, active = well fitted curve in the direction sought with a large enough effect; inconclusive = small, poorly fitted or top-dose-only effect, or another doubt; inactive = no such curve, though single readings can be large; an effect the other way counts as inactive or inconclusive. Unless noted, % is set by controls: 0 for no effect and ±100 for the full control effect.

SMILES	B2AR arrestin	PKM2 activator	Eya2 phos inh	Chronic BCR inh	Giardia kill	GALK inh	uPA generation	FBPA coupling cs	USP2a block	KCNH2 3.1 inh	KCNH2 WT inh
O=S(=O)(c1ccc(F)cc1)c1nc(-c2ccccc2F)oc1N1CCCCC1	-0.8%	-17%	-20%	?	2	-1%	·	1	0%	-4	-2
CCn1c(Cc2c(C)[nH]c3ccccc23)n[nH]c1=S	-0.3%	-4%	12%	-2%	6	1%	0%	-12	2%	-5	-3
CCOc1cccc(-c2c(C(=O)N/N=C(\C)c3ccccn3)nnn2-c2nonc2N)c1	-1.0%	·	1%	-26%	-7	3%	?	·	1%	-36	-7
CC1=NNC(=O)C1Oc1ccccc1 (configuration not stated)	0.5%	0%	-1%	?	-12	2%	-2%	-4	2%	10	-9
O=C(/C=C/c1ccc2c(c1)OCO2)Nc1nc(-c2ccccc2)cs1	-0.5%	-1%	1%	9%	-9	2%	3%	-7	2%	2	-5
CCC(=O)Nc1ccc(Oc2ccc3c(c2)C(=O)N(c2ccc(O)cc2)C3=O)cc1	0.1%	-7%	-1%	-3%	4	0%	-3%	10	4%	-5	-7
CN(CC(CC(=O)O)c1ccccc1)S(=O)(=O)c1ccc(Br)cc1 (configuration not stated)	0.3%	1%	0%	23%	-26	2%	9%	14	-1%	4	-1
CC(=O)c1cc(C#N)c(N2CCOCC2)nc1C	0.0%	7%	0%	-6%	3	8%	-1%	1	-2%	-14	2
C[C@@H]1NC(=O)[C@H](CCCN=C(N)N)NC(=O)c2cc([N+](=O)[O-])cc(I)c2OCC[C@@H](C(N)=O)NC1=O	-0.3%	-6%	10%	3%	·	·	·	4	2%	·	·
O=C(NCC(c1cccs1)N1CCOCC1)c1cnc(Cl)c(Cl)c1 (configuration not stated)	0.7%	·	3%	?	18	·	?	·	3%	-16	7
Cc1cc(N2C(=O)CC(N3CCN(c4ccc(C(=O)c5cccs5)cc4)CC3)C2=O)no1 (configuration not stated)	-0.2%	3%	-24%	?	2	-2%	-4%	-1	2%	-18	4
O=C(COc1ccc([N+](=O)[O-])cc1)Nc1cc(S(=O)(=O)N2CCCCC2)ccc1N1CCCCC1	-1.2%	·	9%	18%	-1	·	-5%	·	2%	-15	0
O=C(Nc1ccccc1)[C@@H]1[C@@H]2C(=O)N(c3ccc(F)cc3)C(=O)[C@@H]2[C@H]2C=CC=NN21	-1.1%	8.9µM*	-6%	?	6	1%	-3%	-4	-8%	30	-6
CCOC(=O)Cn1nnnc1CN(CCc1ccccc1)Cc1cc2cc(CC)ccc2[nH]c1=O	-0.2%	-1%	-6%	?	-1	1%	·	0	5%	-13	13
Cc1nn(-c2ccccc2)c2[nH]c(=O)c(CNCC3CCCO3)cc12 (configuration not stated)	0.3%	-2%	13%	-2%	14	4%	-4%	5	2%	2	6
COCc1cc(C)nc(OCC(=O)N/N=C/c2ccc(-c3cc([N+](=O)[O-])ccc3Cl)o2)c1C#N	-0.1%	5%	10%	11%	5	-1%	4%	-1	1%	4	19
CN1C(=O)c2cccc3c(S(=O)(=O)Nc4ccccc4F)ccc1c23	-0.8%	11µM*	5%	0%	-13	-3%	-11%	-1	4%	-12	-13
O=C(N1CCCCC1)N1CCC(c2nc3ccccc3[nH]2)CC1	-0.5%	11%	-15%	-1%	4	3%	10%	2	5%	0	-2
CC(=O)c1cccc(NC(=O)C(C)OC(=O)CCn2c(C)csc2=O)c1 (configuration not stated)	-0.6%	·	14%	3%	-10	·	15%	·	2%	-7	-4
COc1ccc(-c2sc3cc(OC)c(OC)cc3c2C#CCCO)cc1	0.1%	·	-7%	?	-8	·	18%	·	-3%	-3	0
CCN1C(=O)/C(=C\N2CCN(c3cccc(Cl)c3)CC2)SC1=S	-0.5%	6%	-1%	?	-6	4%	0%	-2	5%	-15	-10
O=c1[nH]c2cc3c(cc2cc1C(c1nnnn1Cc1ccccc1)N1CCCCCC1)OCCO3 (configuration not stated)	-0.5%	18%	2%	-3%	2	-2%	3%	-1	0%	-9	-16
Cc1ccc(Cl)cc1N1CCN(C(=O)c2cc3c(=O)[nH]c4ccccc4c3n2C)CC1	0.3%	8%	1%	-4%	5	·	-5%	-2	4%	-9	-7
COc1ccc(NC(=O)c2cc(-c3ccncc3)nc3ccccc23)c(OC)c1	-0.3%	·	-9%	-5%	-2	·	2%	·	1%	4	-4
CCOc1cc(NC(=O)c2cccs2)c(OCC)cc1NC(=O)CCC(=O)NCCN1CCOCC1	-1.0%	?	-13%	2%	1	0%	-1%	3	2%	-9	i

(continued)
SMILES	B2AR arrestin	PKM2 activator	Eya2 phos inh	Chronic BCR inh	Giardia kill	GALK inh	uPA generation	FBPA coupling cs	USP2a block	KCNH2 3.1 inh	KCNH2 WT inh
O=C(Nc1nncs1)C1(c2ccccc2)CCCC1	·	-4%	·	·	-2	-2%	-4%	-2	·	11	30
O=C(Nc1ccccc1Oc1ccccc1)c1ccc(Br)o1	-0.2%	-5%	4%	12%	-5	1%	7%	4	1%	-18	-5
CC(C)C[C@H]1CN=C(Nc2ccccc2)N1CC1CCC(C(C)(C)C)CC1 (some centres not stated)	0.2%	·	-4%	?	-1	·	-26%	·	0%	?	-39
Nc1nc(Cl)cc(Sc2ccc(F)cc2)n1	-0.1%	1%	17%	?	7	3%	-7%	1	0%	2	-13
COc1ccc(-c2cc(C(=O)NCC3CCCO3)c3cc(C)ccc3n2)cc1 (configuration not stated)	-0.7%	-43%	5%	-3%	43[activator]	1%	-12%	2	-2%	?	-22
COc1cccc(CC(NC(C)=O)C(=O)NC2CCN(S(=O)(=O)c3cccc4ccccc34)CC2)c1 (configuration not stated)	-0.4%	0%	-12%	-19%	8	-1%	8%	-1	3%	-5	0
Cc1c(CN2CCC(n3nccc3NC(=O)c3cccc(F)c3)CC2)cnn1C	0.2%	0%	5%	-8%	-16	-3%	-4%	·	0%	·	10
Cc1ccnn1CC(=O)N/N=C/c1ccc2c(c1)OCO2	-0.7%	-15%	-14%	-2%	19	0%	14%	-2	1%	6	-30
O=C(CNC(=O)c1ccco1)NCC(=O)OCC(=O)c1ccc(Cl)c([N+](=O)[O-])c1	3.1%	·	2%	?	-7	-1%	?	·	0%	0	-1
CCOc1ncccc1C(=O)Nc1nnc(C)s1	0.1%	-5%	5%	1%	-11	-2%	-22%	3	0%	16	-10
COc1cc(NC(=O)c2cccs2)c(C(=O)OCC(=O)NC(=O)NCc2ccccc2)cc1OC	0.0%	-6%	4%	?	-21	2%	0%	-3	7%	2	-8
[O-][n+]1onc2c1CCc1c-2nc(-c2ccccc2)n1OCc1ccccc1	0.1%	2%	-11%	-4%	-10	-1%	-6%	1	-1%	-7	5
[O-][N+]1=C(c2cccs2)CN(O)C1	-0.3%	-1%	-4%	1%	-6	1%	5%	-1	-1%	7	-1
C=CCn1c(CC(=O)Nc2cccc(OC)c2)nnc1SCC(=O)NC1CCCCC1	0.2%	-2%	-23%	-4%	4	3%	·	-2	4%	5	30
CCc1nnc(NC(=O)c2ccc(S(=O)(=O)N3CCCC(C)C3)cc2)o1 (configuration not stated)	0.2%	-3%	3%	0%	3	-6%	?	6	1%	8	12
CCc1cccc(CC)c1NC(=S)NCCc1c(C)[nH]c2ccc(C)cc12	0.0%	-3%	-1%	?	34[activator]	·	?	2	-3%	?	-5
Cc1ccc(S(=O)(=O)N2CCN(C(=O)CN3C(=O)NC4(CCCCC4)C3=O)CC2)c(C)c1	-0.4%	·	3%	0%	-6	·	0%	·	-1%	2	0
CCOc1ccc(CCNC(=O)COC(=O)c2ccc(C)c([N+](=O)[O-])c2)cc1OCC	0.1%	1%	13%	-1%	15	-1%	?	0	0%	4	-6
COc1ccc2cc(CN(CCO)C(=O)c3ccccc3F)c(=O)[nH]c2c1	-0.4%	7%	-12%	-15%	-9	-5%	4%	0	4%	0	-8
CCOc1ccc(NS(=O)(=O)c2cc(C(=O)NCCN3CCOCC3)ccc2C)cc1	-0.8%	·	0%	1%	-2	·	-3%	·	-1%	-13	4
Cc1cccc(N(CC(=O)NC2CC2)S(=O)(=O)c2ccc(Cl)cc2)c1	-0.5%	-7%	-3%	5%	8	-7%	1%	·	0%	·	-6
